Screens deposited in PubChem BioAssay by Sanford-Burnham Center for Chemical Genomics.
CXCR6 block – CXCR6 receptor inhibitors, primary screen, cell-based, beta-arrestin, luminescence, CHO-K1 PathHunter, 1536-well. AID 602244, 2012. inhibition, % at 20 µM. C-X-C chemokine receptor type 6 (Homo sapiens), O00574. hit rate 0.36% among 360,000; in the data active means inhibition above about 34%, passing the limit was not always enough;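 further: antagonist mode with CXCL16 agonist at 10 nM final; 0% = 10 nM CXCL16 with DMSO and 100% = unstimulated wells without agonist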
Mdm2 MdmX PPI – inhibitors of human Mdm2-MdmX association, primary screen, cell-based, luminescence, split luciferase, SaOS-2, uHTS. hit rate 3% among 330,000. Protein Mdm4 (Homo sapiens) + E3 ubiquitin-protein ligase Mdm2 (Homo sapiens), …. inhibition, % at 8 µM. AID 485346, 2010. SaOS-2 split-luciferase Mdm2/MdmX complementation;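 active means inhibition of at least 50% at 8 µM in the primary screen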
Target sequence (O15151 whole entry, looked up): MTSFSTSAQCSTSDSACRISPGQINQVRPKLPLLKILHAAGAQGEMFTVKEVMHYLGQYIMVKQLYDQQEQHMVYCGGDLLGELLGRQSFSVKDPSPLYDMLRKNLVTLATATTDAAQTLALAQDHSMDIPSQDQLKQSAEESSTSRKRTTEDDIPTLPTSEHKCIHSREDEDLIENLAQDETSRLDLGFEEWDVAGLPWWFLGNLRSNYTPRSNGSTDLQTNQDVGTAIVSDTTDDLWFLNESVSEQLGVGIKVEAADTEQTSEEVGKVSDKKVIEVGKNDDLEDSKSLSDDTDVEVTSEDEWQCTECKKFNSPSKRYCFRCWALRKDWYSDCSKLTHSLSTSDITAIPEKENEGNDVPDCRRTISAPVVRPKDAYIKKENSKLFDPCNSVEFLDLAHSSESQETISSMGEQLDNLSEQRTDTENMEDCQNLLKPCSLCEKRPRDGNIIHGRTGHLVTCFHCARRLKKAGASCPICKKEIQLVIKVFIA
Target sequence (Q00987 whole entry, looked up): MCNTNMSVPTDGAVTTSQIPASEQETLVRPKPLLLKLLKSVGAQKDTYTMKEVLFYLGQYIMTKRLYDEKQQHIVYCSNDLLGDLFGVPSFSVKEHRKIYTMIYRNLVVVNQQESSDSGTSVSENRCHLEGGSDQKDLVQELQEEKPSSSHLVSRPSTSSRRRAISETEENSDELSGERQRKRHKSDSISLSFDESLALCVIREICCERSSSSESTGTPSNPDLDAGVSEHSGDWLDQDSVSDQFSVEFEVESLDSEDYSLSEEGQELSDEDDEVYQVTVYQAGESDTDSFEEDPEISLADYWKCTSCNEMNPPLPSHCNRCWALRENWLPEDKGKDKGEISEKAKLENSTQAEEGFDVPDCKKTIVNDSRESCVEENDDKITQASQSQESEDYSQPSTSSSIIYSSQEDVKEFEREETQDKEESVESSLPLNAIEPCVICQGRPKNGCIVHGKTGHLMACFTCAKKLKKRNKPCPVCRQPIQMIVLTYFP
tim23-1 inh – growth inhibitors of tim23-1 mutant yeast, primary screen, luminescence, uHTS | S. cerevisiae tim23-1 growth, BacTiter-Glo luminescence, 24 h | hit rate 1.3% among 330,000 | inhibition, % at 20 µM;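 active means growth inhibition of the mutant yeast at or above 50%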;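 further: temperature-sensitive mutant grown at 25 °C; plate controls were DMSO-treated mutant yeast for no effect and medium wells lacking yeast for full effect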
TIM10 inh – growth inhibitors of isogenic TIM10 control yeast, primary screen, counter-screen for tim10-1 yeast inhibitor project, luminescence, uHTS. S. cerevisiae TIM10 strain growth, BacTiter-Glo luminescence, 24 h. inhibition, % at 10 µM. hit rate 1.4% among 330,000. AID 463195, 2010;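 active means inhibition of 40% or more at the single tested concentration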;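 further: wild-type TIM10 isogenic control strain grown at permissive 25 °C; 0% = DMSO yeast wells and 100% = minimal medium wells without yeast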
APJ antagonist – antagonists of human apelin receptor APJ, primary screen, CHO-K1 cells, beta-arrestin complementation, luminescence; inhibition, % at 20 µM; P35414; hit rate 0.32% among 330,000;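 active means inhibition above about 40% at 20 µM, limit read from the data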;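 further: cells challenged with 10 nM apelin-13 agonist together with compound; plate controls were apelin-13 plus DMSO wells for no effect and DMSO wells lacking apelin-13 for full effect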
XBP1 UPR activ – activators of adaptive XBP1 UPR arm, primary screen, cell-based, CHO-XBP1 luciferase reporter, luminescence, uHTS; activation, % at 20 µM; hit rate 0.33% among 330,000; IRE1-XBP1 UPR activation; percent of tunicamycin response, DMSO as zero; AID 463104, 2010;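 active means versus positive control, 20 µM dose yields 30% or more activation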;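 further: 100% = tunicamycin at 10 µg/mL and 0% = DMSO only wells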
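Material: IRE1-XBP1 luciferase reporter CHO line / Quantity: one thousand reporter cells per well / Buffer or medium: F12 with 10% serum / Compound: 20 µM single concentration, DMSO 1% / Times: 6 h treatment, 37 °C / Detection: Steady-Glo luciferase glow luminescence, 10 min after reagent addition / Benchmarks: tunicamycin high, DMSO low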
CHOP UPR activ – activators of apoptotic CHOP UPR arm, primary screen, cell-based, CHO-CHOP luciferase reporter, luminescence, uHTS; UPR activation; percent of tunicamycin response over DMSO baseline; activation, % at 10 µM; hit rate 0.34% among 330,000;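 active means at 10 µM dose, activation of 40% or more, normalized to positive control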;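 further: 100% = tunicamycin at 10 µg/mL and 0% = DMSO alone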
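Dosing – one dose, 10 µM in 0.5% DMSO · System – CHO-CHOP cells, stable luciferase reporter of PERK-eIF2a-CHOP signalling · Input – 500 cells/well · Control set – tunicamycin 10 µg/mL final as positive, DMSO-only wells as negative · Timing – 6 h compound treatment, 37 °C · Measure – % activation vs tunicamycin · Technique – luminescence read with Steady-Glo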
APJ agonist – agonists of human apelin receptor APJ, primary screen, CHO-K1 cells, PathHunter beta-arrestin, luminescence | P35414 | 0% DMSO wells, 100% apelin | activation, % at 20 µM | hit rate 0.11% among 330,000;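 active means activation more than six SD over the plate average, tested at 20 µM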;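 further: 0% = DMSO alone and 100% = apelin-13 at 10 nM; some results filed as inactive read as strong as hits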
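assay system = CHO-K1 APJ beta-arrestin complementation cell line | input = cell density 1000 per well | dosing = compound 20 µM once, DMSO 1% | timing = compound 90 min 25 °C, reagent 1 h | measured by = luminescence from split beta-galactosidase complementation, Galacton Star/Emerald II substrate | read-out basis = APJ agonist activity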
tim10-1 inh – growth inhibitors of tim10-1 mutant yeast, primary screen, luminescence, uHTS; S. cerevisiae tim10-1 ts strain growth, BacTiter-Glo, 24 h; inhibition, % at 20 µM; hit rate 2.2% among 330,000; AID 463190, 2010;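 active means inhibition of at least 40%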;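 further: mutant grown at 25 °C; 0% = DMSO wells with yeast and 100% = wells holding no yeast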
* marks the source's active call; other numbers are inactive results; . = not tested or not shown. An excerpt (hit frequency here may not be typical).

# | Molecule | CXCR6 block | Mdm2 MdmX PPI | tim23-1 inh | TIM10 inh | APJ antagonist | XBP1 UPR activ | CHOP UPR activ | APJ agonist | tim10-1 inh
1 | CN(C(=O)CSc1nnc2ccccn12)C1CCS(=O)(=O)C1 (configuration not stated) | -3 | -20 | 6 | 6 | 4 | -2 | 1.7 | -5 | 2
2 | Cc1onc(-c2ccccc2Cl)c1C(=O)Nc1cccc(-c2cn3cccnc3n2)c1 | -15 | -2 | 18 | 7 | -31 | 2 | 0.0 | 8 | 11
3 | CC(OC(=O)CCN=C1NS(=O)(=O)c2ccccc21)C(=O)Nc1ccc(S(N)(=O)=O)cc1 (configuration not stated) | 3 | -15 | -4 | 5 | -49 | 1 | 0.2 | -1 | -1
4 | CCOC(=O)c1cc(-c2nnc(SCC(=O)Nc3ccc(F)cc3)o2)c(C)nc1C | 19 | 15 | 1 | -1 | 8 | -1 | -2.5 | -1 | -8
5 | CCCCn1c(N)c(N(CC(C)C)C(=O)c2cc(S(=O)(=O)N3CCOCC3)ccc2Cl)c(=O)[nH]c1=O | -6 | 6 | -9 | 3 | 1 | -3 | 1.7 | 3 | -6
6 | N#CCCCc1cc2cc(F)ccc2cn1 | -9 | 4 | 14 | -1 | 5 | -2 | 1.6 | -2 | 5
7 | COc1ccc(NCC(=O)Nc2cccc(C(F)(F)F)c2)cc1S(=O)(=O)N1CCOCC1 | -2 | 12 | 11 | 2 | 4 | -2 | 2.5 | -1 | 0
8 | COc1ccc(CNCC(O)COc2cccc3c2OC(C)(C)C3)cc1 (configuration not stated) | 1 | 32 | 7 | 12 | -20 | 0 | -1.3 | -4 | -3
9 | COc1nc(NCCc2ccc(OC)c(OC)c2)nc(NC(C)(C)CO)n1 | 0 | -1 | 5 | -13 | 2 | 1 | 0.1 | 1 | 17
10 | CCN1CCN(CCOCCOc2ccccc2-c2ccccc2)CC1 | . | -1 | 5 | -5 | 11 | -2 | 0.2 | -4 | -8
11 | Cc1nn(CC(=O)NC2CC2)c(C)c1S(=O)(=O)NC(C)(C)C | -4 | 8 | -4 | -16 | 3 | -3 | 0.6 | 1 | -3
12 | CC(=O)Nc1ccc2nc(CN3CCN(CC=C(C)C)C(CCO)C3)ccc2c1 (configuration not stated) | 0 | 22 | -5 | 4 | 9 | -2 | 1.6 | 0 | 20
13 | O=C(NCc1ccncc1)C(=O)NC1CC1 | -2 | 0 | 6 | 1 | 18 | -1 | -1.9 | -2 | 0
14 | COc1ccc(NC(=O)COc2ccc(C(=O)OCC(=O)N(C)C3CCS(=O)(=O)C3)cc2OC)cc1 (configuration not stated) | 10 | 12 | 2 | -22 | 3 | -2 | -0.9 | -1 | -1
15 | CCOC(=O)c1sc(=NC(=O)c2ccc(F)cc2)n(C)c1C | -3 | -143 | 5 | 11 | -5 | 5 | 2.9 | -1 | -18
16 | O=C(O)CCNC(=O)/C(=C\C=C\c1ccccc1)NC(=O)c1ccccc1 | 0 | -4 | 11 | -6 | 11 | -1 | 0.9 | -5 | 10
17 | C/C(=N\NC(=O)c1cccc(O)c1)c1ccc(NC(=O)Cc2ccccc2)cc1 | -4 | -31 | -10 | -12 | 11 | -3 | 0.3 | 3 | -2
18 | COC(=O)c1ccccc1NC(=O)CSc1nc(O)cc(=O)n1C1CCCC1 | 0 | 6 | 17 | 5 | -3 | 8 | -1.8 | -1 | 46*
19 | Cc1ncsc1C(=O)N1CCCC(C(=O)c2ccc3ccccc3c2)C1 (configuration not stated) | 4 | 20 | 21 | -4 | 14 | -3 | 1.8 | 0 | 14
20 | CCOc1nc(-c2ccccc2)c2cc(Br)ccc2n1 | 1 | -12 | 20 | 11 | -2 | -2 | -0.7 | 0 | 29
21 | COc1ccc(NC(=O)CN2C(=O)COc3ccc(S(=O)(=O)N4CCCCC4)cc32)c(OC)c1 | 7 | 9 | -3 | -8 | -3 | -5 | 1.2 | -6 | 5
22 | Nn1c(-c2cccc([N+](=O)[O-])c2)nc2ccccc2c1=O | 6 | -1 | 20 | 8 | -14 | 4 | -2.1 | -2 | 25
23 | Cc1cc(C)n2nc(SCc3nc4ccccc4[nH]3)nc2n1 | -7 | -13 | 2 | 1 | -41 | 7 | -1.0 | -1 | -18
24 | O=C1c2ccccc2C2(c3ccccc3)N1CCN2C(=O)C(Cl)(Cl)Cl (configuration not stated) | -4 | -4 | 25 | 28 | -42 | -2 | 0.2 | 3 | 10
25 | COC(=O)c1[nH]c2cc(OC)ccc2c1NC(=O)CCN1CCSCC1 | 2 | 11 | 9 | -5 | -8 | -1 | 0.6 | -2 | 4
26 | CN1CCN(c2ccc(NC(=O)CN3CCOCC3)cc2F)CC1 | 4 | -35 | 31 | -5 | 7 | -2 | -0.1 | -2 | 0
27 | O=C(Cn1cnc2ccccc21)N/N=C/c1cccc([N+](=O)[O-])c1 | -2 | -16 | -6 | -8 | 4 | -2 | 1.2 | -1 | 2
28 | FC(F)(F)c1nc(N2CCN(c3ccccc3)CC2)nc2c1CCCCC2 | -4 | 22 | -4 | -6 | 5 | 0 | -1.0 | -2 | -8
29 | CCCCOc1ccc(C(=O)NNC(=O)C2C3C=CC(C3)C2C(=O)O)cc1 (configuration not stated) | 3 | 7 | 0 | 0 | 21 | 0 | 4.5 | 5 | -1
30 | COc1ccc(CNC(=O)c2csc(Cc3ccc(OC)cc3)n2)cc1 | -3 | 13 | 9 | 9 | 4 | 1 | 0.4 | 2 | 29

For reference, part of the list above:
# | Molecule | CXCR6 block | Mdm2 MdmX PPI | tim23-1 inh | TIM10 inh | APJ antagonist | XBP1 UPR activ | CHOP UPR activ | APJ agonist | tim10-1 inh
1 | CN(C(=O)CSc1nnc2ccccn12)C1CCS(=O)(=O)C1 (configuration not stated) | -3 | -20 | 6 | 6 | 4 | -2 | 1.7 | -5 | 2
2 | Cc1onc(-c2ccccc2Cl)c1C(=O)Nc1cccc(-c2cn3cccnc3n2)c1 | -15 | -2 | 18 | 7 | -31 | 2 | 0.0 | 8 | 11

New compounds follow:
# | Molecule | CXCR6 block | Mdm2 MdmX PPI | tim23-1 inh | TIM10 inh | APJ antagonist | XBP1 UPR activ | CHOP UPR activ | APJ agonist | tim10-1 inh
31 | O=[N+]([O-])c1cc(O)c2ncccc2c1 | . | 44 | 67* | 17 | -58 | 13 | 109* | 3 | 28
32 | Cc1cc(C)cc(C(=O)NC(=S)Nc2ccc(Cc3ccncc3)cc2)c1 | 10 | 44 | 34 | 47* | -10 | -2 | -0.3 | -2 | 19
33 | O=C(COC(=O)c1cc(Cl)nc(Cl)c1)NCc1ccc2c(c1)OCO2 | -19 | -3 | -14 | -12 | -8 | 1 | -2.0 | -1 | -14
34 | CCOC(=O)C1NN=C(C(=O)c2ccccc2)C1c1ccc(Cl)cc1 (configuration not stated) | 4 | 16 | 29 | 9 | 47* | 3 | -0.3 | -4 | 43*
35 | CC1(C)CC(N2CCC(=O)N(C3CC(C)(C)NC(C)(C)C3)C2)CC(C)(C)N1 | -7 | -7 | 6 | 1 | 3 | -2 | -1.1 | -5 | 1
36 | O=C(CCCCCn1c(=O)[nH]c2ccsc2c1=O)N1CCN(C2CCCCC2)CC1 | -2 | -15 | -8 | 2 | 10 | -3 | 0.7 | -2 | -4
37 | CC(C)c1ccccc1NC(=O)COc1ccc(C(=O)NCCc2ccccc2)cc1 | 2 | 17 | 14 | -10 | -16 | -1 | -0.8 | 1 | 15
38 | CC1=NN(c2ccccc2)C(=O)C1C(=O)c1cc([N+](=O)[O-])cc([N+](=O)[O-])c1 (configuration not stated) | 18 | 6 | 1 | 7 | -6 | -5 | -0.9 | 7 | 13
39 | COc1ccc(CN2CCN(C(C)C)C(CCO)C2)cc1Cn1cccn1 (configuration not stated) | 10 | 6 | -8 | 3 | -11 | 2 | -0.2 | 0 | 7
40 | CS(=O)(=O)Nc1ccc(C(=O)NCCSC2CCCCC2)cc1 | -9 | -41 | -11 | -7 | 24 | 4 | -0.7 | -4 | 11
41 | Oc1ccccc1Oc1ncc(Br)c(N2CCOCC2)n1 | -6 | 12 | -29 | -48 | -9 | 1 | -4.2 | -1 | -49
42 | CCC(=O)N1c2ccc(S(=O)(=O)CCC(=O)N3CCn4c3nc3ccccc34)cc2CC1C (configuration not stated) | 2 | 42 | 6 | 17 | 4 | -2 | 15 | 0 | 45*
43 | COc1cc(C(=O)Nc2cccc(-c3nncn3C)c2)cc(OC)c1OC | 4 | 19 | 3 | 5 | 7 | -4 | -2.9 | 0 | 16
44 | N/C(=N\OC(=O)CCCOc1ccc(Cl)cc1Cl)c1ccncc1 | -5 | 4 | 6 | 43* | -4 | 1 | 2.0 | 0 | 54*
45 | O=C(c1ccc(C(=O)N2CCOCC2)nc1)N1CCOCC1 | 4 | 3 | -10 | 1 | -28 | -3 | -0.2 | -3 | 3
46 | COC(=O)c1ccc(COc2cccnc2[N+](=O)[O-])cc1 | -4 | -33 | 10 | 7 | -22 | 4 | 1.3 | 2 | -5
47 | CCOc1ccc(NC(=O)CSc2ccc(-c3cccnc3)nn2)cc1 | -5 | -11 | 17 | 14 | -30 | -1 | 0.8 | 1 | 8
48 | Cc1ccc(C)n1NC(=O)c1ccccc1O | -1 | 17 | 5 | -15 | -13 | -2 | 0.1 | -6 | 1
49 | O=C(Nc1nnc(CC2=CCCCC2)s1)Nc1ccccc1F | . | 19 | 17 | -13 | -6 | 7 | 5.0 | 0 | 12
50 | CCc1ccccc1NC(=O)C1CCCN(c2nn3c(=O)cc(C)nc3s2)C1 (configuration not stated) | 0 | 11 | -18 | -8 | 15 | 0 | -1.9 | -4 | -14
51 | O=C(OCc1csc(Nc2ccccc2)n1)c1ccc(Cl)cc1 | -7 | -16 | 61* | 58* | 2 | -2 | -1.4 | -1 | 47*
52 | N#CC1(NC(=O)COC(=O)c2cc(=O)[nH]c3ccccc23)CCCCC1 | -6 | 41 | 3 | -10 | 0 | -1 | 2.3 | -4 | 11
53 | OC(C#CCCN1CCCCC1)(c1ccccc1)C1CCCCC1 (configuration not stated) | 0 | 19 | -39 | 25 | 24 | 1 | -2.4 | -1 | -26
54 | CN1CCN(S(=O)(=O)c2cccc(S(=O)(=O)c3ccc(Cl)cc3)c2)CC1 | -3 | 2 | 28 | -14 | -1 | 1 | -1.6 | 1 | 13
55 | CC(=O)c1ccc(N2CCN(C(=O)CCc3ccccc3)CC2)cc1 | 1 | 6 | 22 | 17 | 1 | -8 | -3.4 | -3 | 4
56 | CCC(=N\NC(=O)COc1ccccc1OC)/C(CC)=N/NC(=O)COc1ccccc1OC | -2 | 34 | 11 | 5 | -11 | 1 | 0.2 | -5 | 10
